Bioassay records from PubChem.
RAD52 inh: RAD52 DNA annealing inhibitors, primary screen, biochemical, FRET, single point, set 2. DNA repair protein RAD52 homolog (Homo sapiens), P43351. hit rate 0.46% among 360,000. inhibition, % at 18.7 µM. recombinant RAD52 DNA annealing, FRET fluorescence;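 active = every replicate showing at least 50% inhibition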
miR-122 sensor: miR-122 Renilla sensor signal increase in Huh7, primary screen, miR-122 inhibitor project, cell-based, single point, plate reader; Huh7 miR-122 Renilla luciferase sensor, 48 h; neutral wells = 0, positive control = 100; activation (reporter increase), % at 12.5 µM; hit rate 0.3% among 340,000;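 active = mean replicate activation score at least 90 and every replicate individually at or above 90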;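 also: higher luciferase means less miR-122 activity so hits act as miR-122 inhibitors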
RAD54 inh: inhibitors of human RAD54 branch migration, primary screen, biochemical, fluorescence, single point. RAD54 Holliday junction branch migration, FAM/BHQ fluorescence. inhibition, % at 10.4 µM. hit rate 0.14% among 360,000. AID 602329, 2012;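 active = mean normalized replicate activity at least 40 and at least half of replicates scoring 40 or more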;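 also: 0% = median of neutral control wells and 100% = median of positive control wells; inhibitors cause a drop in the FAM fluorescence signal; in these data hits start at about 50%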
PglD DTNB: C. jejuni PglD acetyltransferase inhibitors, primary screen, biochemical, DTNB colorimetric, single point. UDP-N-acetylbacillosamine N-acetyltransferase PglD (Campylobacter jejuni). purified PglD enzyme, DTNB colorimetric CoA detection. inhibition, % at 12.5 µM. hit rate 0.098% among 360,000. AID 602405, 2012; in the data active = inhibition above about 16%, passing the limit was not always enough; also: strong numbers were not always called active
ERAP1 HTS inh: human ERAP1 aminopeptidase inhibitors, primary screen, biochemical, single point, plate reader | AID 652197, 2013 | hit rate 0.15% among 340,000 | recombinant ERAP1, Leu-AMC fluorescence, 60 min | Endoplasmic reticulum aminopeptidase 1 (Homo sapiens), Q9NZ08 | inhibition, % at 10.7 µM;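 active = mean replicate inhibition of at least 30%, or all replicates individually reaching that 30% level; inactive = mean below 30% and not every replicate reaching it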;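 also: 0% = neutral control wells and 100% = L-leucinethiol positive control wells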
Target sequence (Q9NZ08 whole entry, looked up): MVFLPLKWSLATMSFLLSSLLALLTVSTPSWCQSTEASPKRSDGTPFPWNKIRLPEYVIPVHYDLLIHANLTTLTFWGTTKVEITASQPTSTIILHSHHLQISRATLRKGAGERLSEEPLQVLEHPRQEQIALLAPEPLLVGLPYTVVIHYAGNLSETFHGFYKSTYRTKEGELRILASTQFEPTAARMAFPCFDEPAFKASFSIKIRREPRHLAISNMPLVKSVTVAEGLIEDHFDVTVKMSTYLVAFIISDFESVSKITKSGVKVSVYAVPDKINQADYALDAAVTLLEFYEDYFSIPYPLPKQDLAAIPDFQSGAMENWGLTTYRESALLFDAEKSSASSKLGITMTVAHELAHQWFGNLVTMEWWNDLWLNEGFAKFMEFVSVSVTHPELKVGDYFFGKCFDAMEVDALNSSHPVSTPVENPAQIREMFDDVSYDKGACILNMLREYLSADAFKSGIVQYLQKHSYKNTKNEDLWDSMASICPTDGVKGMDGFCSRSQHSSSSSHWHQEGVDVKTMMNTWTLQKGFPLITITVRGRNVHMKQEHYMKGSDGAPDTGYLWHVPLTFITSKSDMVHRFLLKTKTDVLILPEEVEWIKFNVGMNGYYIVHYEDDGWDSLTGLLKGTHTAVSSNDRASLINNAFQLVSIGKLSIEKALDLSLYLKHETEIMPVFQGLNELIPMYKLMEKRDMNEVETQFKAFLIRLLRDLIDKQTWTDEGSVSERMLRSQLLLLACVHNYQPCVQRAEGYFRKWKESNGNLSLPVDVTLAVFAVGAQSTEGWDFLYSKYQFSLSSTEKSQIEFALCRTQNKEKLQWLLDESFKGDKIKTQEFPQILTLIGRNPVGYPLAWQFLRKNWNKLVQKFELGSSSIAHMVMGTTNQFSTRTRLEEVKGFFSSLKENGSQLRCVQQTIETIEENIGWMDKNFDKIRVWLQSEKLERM
PGC1a acetyl inh: inhibitors of PGC1a acetylation signal, primary screen, cell-based, U2OS, AlphaScreen, inhibitor mode. AlphaScreen anti-acetyl-lysine; with virally co-expressed GCN5 acetyltransferase. inhibition, % at 15.6 µM. hit rate 0.17% among 350,000;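 active = every replicate shows inhibition of at least 40%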;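 also: 0% = neutral control wells and 100% = positive control wells; some results beyond the cut were filed as inactive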
Cneo AK release: Cryptococcus neoformans cell lysis inducers, primary screen, AK release luminescence, single concentration. C. neoformans lysis, adenylate kinase release luminescence, 4 h; normalised: neutral wells 0, clomiphene wells 100. lysis activity, % at 15 µM. hit rate 0.2% among 360,000;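 active = mean lysis activity across replicates of at least 80%, whatever share of replicates individually reach that level; inactive = mean lysis activity below 80%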
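Assay system: log-phase C. neoformans yeast / Quantity: yeast cell density of 5 × 10^6 cells/mL / Medium: fresh YPD growth medium / Compound: single dose / Timing: static 4 h at 37 °C with compound, 1 h detection / Measured by: adenylate kinase release luminescence / Read-out: lysis from increased AK signal / Benchmarks: Clomiphene as positive lysis control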
E-selectin induc: E-selectin induction in HUVECs, primary screen, imaging, HUVEC, immunofluorescence imaging, single point. hit rate 0.37% among 260,000. normalized: neutral wells 0, TNF-alpha wells 100. P16581. activation, % at 7.58 µM;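 active = mean E-selectin-positive cell signal at least 10% of the positive control, reached in at least 60% of replicates, without over 20% cell loss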;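 also: in these data hits start at about 27%; measured in HUVEC primary endothelial cells; signal is the percent of cells scored E-selectin positive by PE staining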
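Read-out: % PE-positive cells | Test system: HUVEC | Doses: One compound dose added by pin transfer | Buffer or medium: EGM-2 over gelatin coat | Signal: Immunofluorescence imaging | Benchmarks: TNF-alpha, DMSO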
* = called active by the depositor; . = not tested or not shown; & = joins results of further samples; [ ] = remark or other dose. Hits appear at their usual frequency (roughly 1.4% active in at least one column).

SMILES | RAD52 inh | miR-122 sensor | RAD54 inh | PglD DTNB | ERAP1 HTS inh | PGC1a acetyl inh | Cneo AK release | E-selectin induc
CCS(=O)(=O)N[C@H]1C=C[C@@H](CC(=O)NCc2ccc(Cl)cc2)O[C@@H]1CO | -29 | . | -6 | -4 | 3 | 0 | 16 | 0.0
COc1ccc(S(=O)(=O)N[C@H]2C=C[C@H](CC(=O)NCc3ccccc3F)O[C@@H]2CO)cc1 | 12 | . | -3 | -1 | 1 | 6 | 1 | 0.0
C=CCOc1ccc(C2C(C(=O)c3cccs3)=C(O)C(=O)N2c2nnc(C)s2)cc1 (stereo not given) | . | -12 | -52 | -7 | . | 6 | 4 | .
COc1ccc(CC(=O)NCC2CCCN(Cc3cccc(SC)c3)C2)cc1 (stereo not given) | -8 | 6 | -12 | -2 | 0 | 4 | 0 | .
CC(=O)c1c(C)[nH]c(C(=O)N2CCN(c3cc(Cl)ccc3C)CC2)c1C | . | 30 | -5 | . | . | 2 | -1 | .
C[C@@H]1CN([C@H](C)CO)C(=O)Cc2cc(NC(=O)CCCCCC(=O)Nc3ccccc3N)ccc2O[C@H]1CN(C)C | -4 | -2[16.7 µM] | -14 | 8 | 0 | 8 | 0 | -1.3
Cn1cnc(S(=O)(=O)N[C@H]2C=C[C@H](CC(=O)NCC3CCCCC3)O[C@@H]2CO)c1 | 2 | . | 4 | -3 | 0 | 2 | 1 | -0.2
O=C(O)/C=C/C(=O)Nc1ccc(-c2ccccc2)cc1 | -46 | 7 | -4 | 1 | 10 | 3 | 0 | .
CCC(=O)N(C)C[C@@H]1Oc2ncc(-c3ccccc3OC)cc2C(=O)N([C@H](C)CO)C[C@H]1C | 3 | -2[16.7 µM] | -1 | 2 | -2 | -1 | -3 | -0.1
CC(C)[C@H]1COCn2nncc2CCCC(=O)N1 | 6 | . | . | . | 0 | . | 3 | 0.5
O=C(COC(=O)CNC(=O)c1cccc(F)c1)NCCC1=CCCCC1 | -18 | 16 | -2 | -1 | 9 | 1 | -1 | .
O=C(O)C/C(=C\c1cc(Cl)c2c(c1)OCO2)c1nc2ccccc2s1 | -59 | 0 | 1 | 1 | -1 | . | -1 | .
C[C@@H]1O[C@@H](OC[C@H]2O[C@@H](Oc3c(-c4ccc(O)c(O)c4)oc4cc(O)cc(O)c4c3=O)[C@H](O)[C@@H](O)[C@@H]2O)[C@H](O)[C@H](O)[C@H]1O | -12 | 10 | -3 | -4 | 2 | 12 | -2 | 3.0
CC(C)(C)[S@@](=O)N1Cc2cc(C(=O)NCCc3ccncc3)nc(-c3cccc(-c4ccccc4)c3)c2[C@H]1CCO | -61 | . | . | . | -2 | -7 | . | 0.5
CCCCC1(CC)SCC(=O)NC1=O (stereo not given) | -1 | -8 | -9 | -2 | -3 | . | -1 | -0.1
COc1ccccc1C(=O)Nc1ccc2c(c1)C(=O)N(C)[C@@H]1CC[C@@H](CC(=O)NCCc3ccncc3)O[C@H]1CO2 | 5 | . | 1 | -2 | -1 | . | -8 | 0.1
C[C@@H](CSc1ccccc1)CN1CC[C@H](C(C)(C)C)CCC1=O | -14 | -8 | -9 | -2 | 0 | . | -1 | 0.1
C[C@@H]1CN([C@H](C)CO)S(=O)(=O)c2ccc(C#CCN(C)C)cc2O[C@H]1CN(C)Cc1ccncc1 | 7 | 2[16.7 µM] | 4 | 2 | 2 | -2 | 0 | -0.2
O=C(c1c(F)cccc1F)N1CCN(c2ncccn2)CC1 | . | -3 | 7 | 3 | . | 2 | -1 | .
Cc1ccc(C(=O)Nc2ccccc2C(=O)NC(C(=O)O)C(C)C)cc1 (stereo not given) | . | -1 | -1&-6 | 10&-3 | . | 11 | -7&-5 | .
COc1ccc(-c2cn(Cc3ccc(C(N)=O)cc3)c(-c3ccc(Cl)nc3)n2)cc1 | -38 | . | -2 | 0 | 6 | . | -12 | 0.0
COc1cccc(-c2ccc(NC(=O)C3CCCN(Cc4cnn(C)c4C)C3)cc2)c1 (stereo not given) | -19 | -1 | 11 | 6 | -1 | -22 | 0 | .
COC(=O)CNC(=O)CN1C(=O)NC2(CCCc3ccccc32)C1=O (stereo not given) | -15 | 2 | 10 | 4 | 1 | -5 | 2 | 1.0
Cc1cccc(CN2CCN(C(=O)CCl)CC2)c1 | . | -9 | -4 | 0 | . | . | -1 | .
O=C(NCC1([N+](=O)[O-])CN(C(=O)c2ccccc2)CN(C(=O)c2ccccc2)C1)c1ccccc1 | -19 | -3 | -1 | -5 | 4 | 1 | -1 | 0.1
New compounds follow.
SMILES | RAD52 inh | miR-122 sensor | RAD54 inh | PglD DTNB | ERAP1 HTS inh | PGC1a acetyl inh | Cneo AK release | E-selectin induc
CCN(CC)C(=O)Cn1c(=O)n(CCCC(=O)NCc2ccc3c(c2)OCO3)c(=O)c2sccc21 | -12 | . | 4 | -5 | 1 | . | 2 | .
COc1ccccc1OCCCCNCCO | -19 | . | -3 | 7 | 1 | 0 | 0 | .
O=C1Nc2ccc(Br)cc2C1(O)Cc1ccccn1 (stereo not given) | 3 | -1 | 3 | 5 | 3 | -4 | 1 | .
O=C(Nc1ccc2c(c1)OCCO2)c1ccco1 | -11 | 1 | -3 | -3 | -2 | 3 | -3 | .
N#Cc1c(-c2ccc(F)cc2)nc(-c2ccccc2)[nH]c1=O | -24 | -2 | -4 | -2 | -1 | 0 | 0 | 0.0
COc1ccc(N(CC(=O)NCc2ccccc2)S(=O)(=O)c2c(C)n[nH]c2C)cc1 | -6 | 0 | 3 | 3 | -4 | -11 | 0 | 7.3
CCCCN(C)C(=O)CCC(=O)Nc1ccc2nc(N3CCN(C)CC3)cc(C)c2c1 | -2 | . | 17 | 4 | -1 | 5 | 1 | 0.0
O=C(C[C@@H]1CC[C@@H]2[C@H](COC[C@H](O)CN2Cc2cc(F)ccc2F)O1)NCc1ccc(Oc2ccccc2)cc1 | 17 | -3[16.7 µM] | 0 | -2 | 1 | -7 | -2 | -0.1
CCn1c(/C=C/N(C(C)=O)c2ccccc2)[n+](CCCS(=O)(=O)[O-])c2cc(Cl)c(Cl)cc21 | -3 | 1 | . | . | -3 | -3 | . | .
CN[C@H](C(=O)NC[C@H]1O[C@@H](n2cnc3c(N)ncnc32)[C@H](O)[C@@H]1O)[C@@H](C)OCc1ccccc1 | 5 | -2 | -2 | -1 | -4 | 8 | 13 | 0.3
C[C@@H]1CN([C@@H](C)CO)C(=O)c2cc(NS(=O)(=O)c3cn(C)cn3)ccc2O[C@@H]1CN(C)Cc1ccc(C(F)(F)F)cc1 | -7 | 0[16.7 µM] | -2 | -1 | -4 | -15 | 0 | -1.9
Cc1ccc(C2CCN(C(=S)Nc3cccc(C)c3)C2)cc1 (stereo not given) | 9 | 0 | . | . | 0 | -27 | . | 3.6
Cc1cc(O)ccc1-c1ccc2nncn2c1 | -11 | 3 | 0 | -16 | -6 | -11 | 2 | 0.0
COc1ccccc1OCCSc1nc2ccccc2n1CC(O)CO (stereo not given) | -7 | 2 | 9 | 6 | 2 | 5 | -2 | .
CCCCNc1c([N+](=O)[O-])c(=O)n(C)c2ccccc12 | 4 | -5 | 2 | -2 | 1 | 11 | -7 | 48*
COCC(C)n1c(C)cc(C(=O)COC(=O)c2c(NC(C)=O)sc(C)c2C)c1C (stereo not given) | . | -2 | 3 | 2 | . | 11 | -1 | .
C/C=C/c1ccc2c(c1)O[C@H](CN(C)Cc1ccc(F)cc1)[C@@H](C)CN([C@H](C)CO)S2(=O)=O | 9 | 55[16.7 µM] | -6 | 3 | -4 | -5 | -1 | 0.3
CNC[C@H]1OCCCC[C@@H](C)Oc2ccc(NS(=O)(=O)c3ccc(Cl)cc3)cc2C(=O)N([C@H](C)CO)C[C@@H]1C | -5 | -8[16.7 µM] | 8 | 1 | 0 | -6 | -2 | 0.0
Cc1cccc(NC(=O)CSc2nnc(NC(=O)C3CCC3)s2)c1 | -10 | -1 | 2 | -6 | -2 | . | 0 | .
O=S(=O)(c1ccccc1F)N1CCCCN2[C@H](CO)[C@@H](c3ccc(-c4ccncc4)cc3)[C@H]2C1 | -22 | -1[16.7 µM] | -6 | 0 | . | -9 | -3 | -0.3
O=C1CCCN1c1ccc(S(=O)(=O)N2CCN(c3ccccc3)CC2)cc1 | -13 | -2 | -9 | 5 | 9 | 1 | -4 | .
Cc1ccc(NC(=O)c2nnn(-c3ccc4c(c3)OCCO4)c2N)cc1 | -2 | -3 | 5 | 4 | 1 | -10 | -7 | -0.1
Cc1sc2nc(-c3ccccc3F)oc(=O)c2c1C | -4 | -3 | 4 | 3 | 3 | 1 | -3 | -0.1
COC(=O)CSc1nnc(-c2ccc(S(=O)(=O)N3CCCC3)cc2)o1 | -12 | -7 | 2 | 5 | -1 | -4 | 1 | .
CC(O)[C@H](NC(=O)C1CCN(C(=O)[C@H](Cc2ccccc2)NC(=O)OC(C)(C)C)CC1)C(=O)O (stereo not given in full) | 1 | -10 | -8 | -2 | -3 | -7 | 1 | .
Next section.
SMILES | RAD52 inh | miR-122 sensor | RAD54 inh | PglD DTNB | ERAP1 HTS inh | PGC1a acetyl inh | Cneo AK release | E-selectin induc
CO[C@H]1CN(C)C(=O)c2cc(NC(=O)c3ccc(-c4ccccc4)cc3)ccc2OC[C@H](C)NC[C@@H]1C | 28 | . | 6 | 0 | 0 | -9 | -2 | 0.3
Cc1noc(/C=C/c2ccccc2F)c1S(=O)(=O)N1CCC(C(=O)N2CCN(C)CC2)CC1 | -1 | -9 | 5 | -5 | -2 | . | -1 | 0.3
FC(F)(F)c1ccccc1NC1=NCCC1 | -1 | -2 | . | . | 1 | -34 | . | 14
COCCNC(=O)C[C@@H]1CC[C@H]2[C@@H](COC[C@@H](O)CN2Cc2ccc(Cl)c(Cl)c2)O1 | . | 2[16.7 µM] | 1 | 1 | . | -2 | -1 | 1.0
CC(NC(=O)CN1C(=O)NC(Cc2ccccc2)(Cc2ccccc2)C1=O)C12CC3CC(CC(C3)C1)C2 (stereo not given) | . | 2 | 11 | 0 | . | -10 | 3 | .
FC(F)(F)c1cccc(Sc2nc(-c3ccccc3)nnc2C(F)(F)F)c1 | . | -4 | -2 | 1 | . | 0 | 4 | .
COc1ccc(S(=O)(=O)Nc2ccc3c(c2)C(=O)N([C@H](C)CO)C[C@H](C)[C@@H](CN(C)S(C)(=O)=O)O3)cc1 | 18&-14 | 0[16.7 µM] | 0&-8 | 8&2 | -2&-5 | -9&4 | 2&-2 | -3.1
O=C(NCCCN1CCN(c2ccc(F)cc2)CC1)c1cccc(N2CCCC2=O)c1 | . | -6 | 5 | -3 | . | 9 | -1 | .

Part of the list above with just miR-122 sensor and ERAP1 HTS inh.
molecule	miR-122 sensor	ERAP1 HTS inh
Cc1noc(/C=C/c2ccccc2F)c1S(=O)(=O)N1CCC(C(=O)N2CCN(C)CC2)CC1	-9	-2
COCCNC(=O)C[C@@H]1CC[C@H]2[C@@H](COC[C@@H](O)CN2Cc2ccc(Cl)c(Cl)c2)O1	2[16.7 µM]	.
FC(F)(F)c1cccc(Sc2nc(-c3ccccc3)nnc2C(F)(F)F)c1	-4	.
O=C(NCCCN1CCN(c2ccc(F)cc2)CC1)c1cccc(N2CCCC2=O)c1	-6	.
